Bioassay records: PubChem BioAssay, several laboratories
PvdQ acylase: P. aeruginosa PvdQ acylase inhibition. purified PvdQ acylase, fluorescence plate reader. inhibition, % at 10 µM. 340,000 compounds, 0.063% hits. AID 488965; in the data active means inhibition above about 30%, passing the limit was not always enough;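 further: 0% = vehicle neutral wells and 100% = reference inhibitor wells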
NSD2 inh: blocks human histone methyltransferase NSD2; NSD2 peptide methylation, AlphaScreen, 120 min; O96028; inhibition, % at 12.5 µM; 310,000 compounds, 0.54% hits; AID 743445; in the data active means inhibition above about 50%
Keap1-Nrf2 PPI: inhibitors of human Keap1-Nrf2 protein-protein interaction; Q14145; Keap1 Kelch-Nrf2 peptide fluorescence polarization, 1536-well; inhibition, % at 9.4 µM; 340,000 compounds, 0.15% hits; AID 504523; in the data active means inhibition above about 12%;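 further: human Keap1 Kelch domain with fluorescein labeled Nrf2 9mer peptide probe; 0% = neutral control wells and 100% = peptide positive control; higher means more block of Keap1 binding to Nrf2 peptide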
PfHsp90 set2: reduces growth (ATP signal) of yeast expressing P. falciparum Hsp90; AID 504621; inhibition, % at 9.4 µM; S. cerevisiae expressing PfHsp90, BacTiter-Glo ATP, 48 h; yeast lacking PDR1 and PDR3 efflux regulators; 310,000 compounds, 0.32% hits;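 active means every replicate shows inhibition above about 80%, whatever the replicate mean, limit read from the data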;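 further: 0% = DMSO neutral controls and 100% = 20 µM radicicol positive controls; yeast relying on Plasmodium falciparum Hsp90 in place of its own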
SUMO Mot1 rescue: blocks SUMOylation pathway, rescuing yeast Mot1-301 growth; S. cerevisiae Mot1-301 growth rescue, ATP luminescence, 38.5C; percent above DMSO median, 100 means doubled; growth rescue, % at 18.8 µM; 320,000 compounds, 1% hits;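 active means every valid replicate shows activation above 250% relative to neutral control wells; inactive means the rest, any valid replicate at or below 250%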;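 further: OY570 slx delta 5 strain wells were the positive control but not used for scaling; some compounds called inactive have numbers as strong as hits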
Rtt109 HAT inh: blocks Candida albicans Rtt109/Vps75 acetyltransferase activity; inhibition, % at 34.9 µM; purified Rtt109/Vps75, ThioGlo CoA-SH fluorescence, 4 h; 330,000 compounds, 0.16% hits; Q5AAJ8;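 active means inhibition of at least 50% in every replicate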
Target sequence (Q5AAJ8 whole entry, looked up): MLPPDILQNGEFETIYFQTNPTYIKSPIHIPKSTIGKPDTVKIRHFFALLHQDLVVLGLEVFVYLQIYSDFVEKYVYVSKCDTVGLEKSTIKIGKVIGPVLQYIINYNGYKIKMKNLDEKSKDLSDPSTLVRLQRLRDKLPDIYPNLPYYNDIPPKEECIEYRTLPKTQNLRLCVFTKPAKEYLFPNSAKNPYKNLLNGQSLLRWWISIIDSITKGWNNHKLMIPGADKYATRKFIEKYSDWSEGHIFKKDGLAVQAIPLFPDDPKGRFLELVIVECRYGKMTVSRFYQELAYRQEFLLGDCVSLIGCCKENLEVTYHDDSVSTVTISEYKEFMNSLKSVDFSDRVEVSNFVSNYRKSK
RTF Ca sens inh: cardiac RTF calcium desensitization | P19429+P45379 | IANBD-labeled cardiac RTF, Ca2+ fluorescence | inhibition, % at 7.15 µM | 340,000 compounds, 0.12% hits | AID 493244;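 active means inhibition above the mean inhibition of all tested compounds plus 3 SD, cut at about 17% in these data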;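 further: assay run at fixed EC70 calcium of 1.6 mM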
RTF Ca sens act: cardiac RTF calcium sensitization; activation, % at 7.2 µM; 340,000 compounds, 0.24% hits; IANBD-labeled TnC RTF fluorescence at EC20 calcium; 0% EC20 calcium, 100% full calcium; P19429+P45379;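 active means activation above the mean over all tested compounds plus 3 SD, cut at about 30% in these data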;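 further: rise in fluorescence read as greater calcium sensitivity of cardiac thin filaments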
CDK5 p35 inh: blocks human CDK5/p35 kinase activity | Q00535+Q15078 | Recombinant CDK5/p35, ADP-Glo luminescence, 60 min | inhibition, % at 10 µM | 330,000 compounds, 0.01% hits;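 active means highest replicate inhibition of at least 50% and at least 75% of replicates reaching 50%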;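 further: plate controls were DMSO neutral control for no effect and GW8510 at 10 µM for full effect; many of its hits are not listed in these tables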
Target sequence (Q00535 whole entry, looked up): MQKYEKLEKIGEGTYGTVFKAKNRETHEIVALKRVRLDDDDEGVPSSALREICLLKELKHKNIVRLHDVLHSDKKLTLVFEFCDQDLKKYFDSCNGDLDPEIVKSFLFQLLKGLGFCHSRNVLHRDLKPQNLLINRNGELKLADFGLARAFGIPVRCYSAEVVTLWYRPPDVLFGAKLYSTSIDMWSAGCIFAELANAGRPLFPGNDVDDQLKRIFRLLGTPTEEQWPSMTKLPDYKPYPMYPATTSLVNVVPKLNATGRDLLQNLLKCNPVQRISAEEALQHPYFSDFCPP
Target sequence (Q15078 whole entry, looked up): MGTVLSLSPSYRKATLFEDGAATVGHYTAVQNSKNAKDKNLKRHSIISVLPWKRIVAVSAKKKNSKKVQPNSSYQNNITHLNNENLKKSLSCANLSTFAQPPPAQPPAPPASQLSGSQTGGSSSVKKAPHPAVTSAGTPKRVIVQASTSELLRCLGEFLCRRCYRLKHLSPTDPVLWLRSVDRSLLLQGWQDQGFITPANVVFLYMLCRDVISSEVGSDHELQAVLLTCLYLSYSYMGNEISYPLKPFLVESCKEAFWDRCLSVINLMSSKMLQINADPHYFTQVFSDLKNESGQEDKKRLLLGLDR
dFosB act: activators of mouse delta FosB homodimer | P13346 | purified delta FosB, TAMRA-CDK5 oligo fluorescence polarization; percent of positive-control signal above neutral wells | activation, % at 25 µM | 340,000 compounds, 0.99% hits | AID 493131;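 active means mean activation above about 17%, with every replicate also reaching it, limit read from the data, passing the limit was not always enough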;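 further: fluorescence polarization rise as delta FosB binds a TAMRA Cdk5 AP-1 oligo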
LANA DNA inh: inhibitors of KSHV LANA C-terminal domain DNA binding; MBP-C-LANA/FAM-LBS DNA binding, fluorescence polarization; inhibition, % at 9 µM; 340,000 compounds, 0.078% hits; AID 504423;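 active means highest replicate inhibition at or above 60% at 9 µM, even if other replicates fall short; inactive means all replicates below 60% inhibition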;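 further: 0% = neutral control wells and 100% = 4 µM acridine orange control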
Starred values were filed as active, the others as inactive; . = not tested or not shown.

SMILES	PvdQ acylase	NSD2 inh	Keap1-Nrf2 PPI	PfHsp90 set2	SUMO Mot1 rescue	Rtt109 HAT inh	RTF Ca sens inh	RTF Ca sens act	CDK5 p35 inh	dFosB act	LANA DNA inh
COc1ccc(-c2cn3ccccc3n2)cc1[N+](=O)[O-]	15	.	-3	-22	7	11	-4	0	-0.2	-8	1.0
O=C(Nc1cccc(S(=O)(=O)N2CCOCC2)c1)c1ccc2c(=O)n3c(nc2c1)CCCCC3	-9	-2	.	70	2	-3	6	-7	-0.4	6	.
CC(CNC(=O)CCC(=O)N1CCOc2ccc(Cl)cc21)c1ccccc1 (stereo not given)	-11	.	-4	5	10	2	-3	0	-0.7	-12	-1.0
Cc1c(NC(=O)c2cc(-c3ccccc3)nc3ccccc23)c(=O)n(-c2ccccc2)n1C	-18	-3	-4	.	-16	2	-2	-4	-0.5	-14	0.5
Cc1ccc(C(=O)C2(C)C3c4cc(Br)ccc4OC(=O)C32C(=O)c2ccco2)cc1 (stereo not given)	-9	-4	-5	-1	1	2	3	7	0.9	0	-0.8
Oc1ccc(Nc2nc(Cl)nc(NCc3ccco3)n2)cc1	3	2	-6	0	-15	2	4	1	2.2	6	0.6
CCOC(=O)c1cc(-c2ccccc2)nc2ccc(C)cc12	-6	-17	-1	9	69	7	6	6	0.7	-2	-0.7
N#Cc1ccc(-c2csc(NC(=O)c3cc(-c4cccs4)nc4ccccc34)n2)cc1	1	2	5	-15	-6	6	-1	-2	-1.5	1	0.2
CCc1ccc(NC2=NCC(=O)N2Cc2ccc3c(c2)OCO3)cc1	-3	-3	-5	-7	1	-2	0	6	-4.5	-14	-1.9
O=C1C=C(c2ccc(Cl)c(C(F)(F)F)c2)C[C@@H](c2ccc(Cl)cc2)C1	-4	.	0	-1	-5	-1	4	-4	2.7	2	-0.3
NC(=O)COC(=O)CCCc1c[nH]c2ccccc12	-4	1	-4	-7	-13	0	-9	1	2.1	2	0.1
CC(Oc1ccccc1)C(=O)N1CCN=C1SCc1ccc(F)cc1 (stereo not given)	-6	0	-1	12	0	-2	-6	-3	-0.4	1	-1.7
Cc1ccc(Nc2nc3ccccc3c(=O)s2)cc1	-1	-7	6	.	-2	8	10	-3	-1.0	3	0.2
COc1ccc(NC(=O)Cn2nnc(-c3ccccc3N)n2)cc1OC	9	-2	-3	0	-3	-1	0	-4	-0.7	3	1.4
Cc1cc(NC(=O)CSc2nnc(-c3ccc(S(=O)(=O)N4CCCC4)cc3)n2C)no1	-10	.	-3	13	10	-4	-14	-2	0.9	-7	-0.1
O=C(CN1CCN(c2ccc(O)cc2)CC1)Nc1ccc(-c2ccccc2)cc1	-5	1	-2	10	-1	0	5	-2	-0.8	-8	0.0
Cc1ccccc1S(=O)(=O)Cc1ccc(C(=O)NCc2ccco2)o1	-18	4	0	29	1	0	-2	1	-1.4	2	1.3
C=CCn1nnnc1SCC(=O)Nc1ccc(OC)cc1	-11	-1	0	13	-4	5	0	0	-2.5	4	-0.6
CCN1CCN(C(c2ccc(OC)cc2)C(O)C(=O)c2c[nH]c3ccccc23)CC1 (stereo not given)	-9	16	-5	-20	.	2	-10	8	-1.1	1	0.4
COc1cccc(-c2nc3sc4c(c3c(=O)[nH]2)CCCCC4)c1	-10	-2	-1	-19	11	-3	-13	6	-0.3	-5	1.2
CCOC(=O)Nc1sc2c(c1C#N)CCCC2	-11	25	-8	11	11	3	-23	1	0.0	-2	2.2
O=C(O)/C=C/c1ccccc1Oc1ccccc1	7	3	1	.	0	-2	-4	3	-0.5	-9	.
O=C(NCCCn1ccnc1)c1ccc(-c2ccccc2)cc1	1	-2	5	-2	-17	1	-4	-3	1.0	-7	-0.1
Cc1cc(N2CCCCC2)nc(SCc2ccc(C#N)cc2)n1	2	-6	1	10	3	6	4	-8	.	-2	0.1
COc1ccc(C(=O)NCc2nnc(SCC(=O)Nc3cccc(OC)c3)o2)cc1	2	11	1	2	-15	0	-3	-2	-2.1	-4	0.7
(continued)
SMILES	PvdQ acylase	NSD2 inh	Keap1-Nrf2 PPI	PfHsp90 set2	SUMO Mot1 rescue	Rtt109 HAT inh	RTF Ca sens inh	RTF Ca sens act	CDK5 p35 inh	dFosB act	LANA DNA inh
O=[n+]1c2c(n([O-])c3cc(Br)ccc31)CCCC2	-11	1	-1	10	-8	15	-8	-4	0.4	-1	-0.3
OC1(c2ccc(F)cc2)CN(c2ccccc2)C2=[N+]1CCS2 (stereo not given)	-2	-1	-3	-27	-7	12	-3	1	-1.0	-7	-1.2
COc1ccc2c(CSc3nnc(-c4cccnc4)n3-c3ccccc3F)cc(=O)oc2c1	-3	.	0	2	-9	5	-18	-2	0.0	2	1.6
O=C(NCc1ccccc1)c1nc2c(nnn2Cc2cccc(Cl)c2)c(=O)[nH]1	-9	.	-1	27	0	2	-10	-1	-1.7	-8	-0.3
CCS(=O)(=O)c1ccc(O)c(NC(=O)COc2ccc(C)cc2)c1	-19	-1	4	12	1	10	-4	-2	-0.8	3	0.9
Cc1ccc(N2CCN(S(=O)(=O)c3ccc4oc(=O)ccc4c3)CC2)c(C)c1	-11	-1	-4	-13	-15	-2	-1	-7	1.2	-17	0.3
COc1ccc(CCNC(=O)CSc2cccc3cccnc23)cc1OC	4	-3	1	5	3	-8	0	-8	0.6	0	-1.6
CCCNC(=O)NC(C(=O)OC)C12CC3CC(CC(C3)C1)C2 (stereo not given)	2	0	-2	-13	-9	0	3	-4	-0.4	-4	-0.1
CC(=O)c1cccc(NC(=O)COC(=O)c2ccc(S(C)(=O)=O)c([N+](=O)[O-])c2)c1	9	11	-4	-4	234	-11	-1	6	-0.3	-2	-1.2
O=C(NCCC1=CCCCC1)c1cc(S(=O)(=O)N2CCOCC2)c(Cl)cc1Cl	-16	1	5	.	-10	-18	-6	-5	0.4	19*	-1.1
O=c1[nH]c(CN2CCN(c3ccc([N+](=O)[O-])cc3)CC2)nc2ccsc12	15	4	0	13	-2	3	5	-6	0.2	6	2.0
O=C(O)c1cc(S(=O)(=O)O)cc(Nc2c3ccccc3nc3ccccc23)c1O	-1	30	-2	-1	320	-6	4	-5	-1.0	5	11
COCCn1c(SCC(=O)Nc2ccccc2OC)nc2c([nH]c3ccccc32)c1=O	-7	-6	2	-10	21	-11	-2	-3	1.3	5	-0.3
Fc1cnc(N2CCOCC2)nc1N1CCc2ccccc21	1	-18	-8	-55	-31	0	7	15	-0.1	-8	0.2
COc1cc(NC(=O)NCc2ccncc2)cc(OC)c1OC	1	12	-1	3	113	-4	-16	2	6.0	5	-0.8
COc1cccc(NC(=S)N/N=C2\CC3CCC2(C)C3(C)C)c1 (stereo not given)	-12	-3	-1	-137	11	.	-14	7	-0.4	-15	1.2
Cc1ccc(NC(=O)COC(=O)C2CC2)cc1S(=O)(=O)N1CCOCC1	-11	-1	-3	12	12	-1	-6	3	-0.6	-7	-1.9
N#CCCN(CCN1CCCC1)S(=O)(=O)c1ccc(-c2ccc([N+](=O)[O-])cc2)cc1	-17	-1	0	-15	-10	1	3	1	-3.6	9	-0.8
Cc1nc(CN(C)Cc2nc(Cc3ccccc3Cl)no2)cs1	8	-4	2	-12	-4	19	-10	1	8.3	-2	1.9
N#Cc1ccccc1NC(=O)COC(=O)c1ccc2c(c1)OCO2	-11	0	-9	10	-2	-1	2	-1	-1.0	-5	0.1
O=C(/C=C/c1ccco1)Nc1ccc(C(=O)N2CCOCC2)cc1	5	0	-1	6	-2	5	-4	6	1.3	-8	1.4
Cc1ccc(C2(C)NC(=O)N(CC(=O)Nc3ccccc3C(=O)NC3CCCC3)C2=O)cc1 (stereo not given)	-3	-3	-3	.	-12	7	-3	1	-0.2	-5	0.1
Cn1cccc1Cc1nnc(SCC(=O)NCC2CCCO2)n1C (stereo not given)	-15	1	-5	-27	-17	-20	5	-2	0.3	1	0.7
CCOC(=O)C1CCCN(C(=O)CCCn2nnnc2CN2CCOCC2)C1 (stereo not given)	-15	1	-3	27	.	8	-4	5	-0.7	10	-1.7
Cc1[nH]nc2c1C(c1ccc(F)cc1)C1=C(CC(C)(C)CC1=O)N2 (stereo not given)	-8	2	2	.	-1	-1	11	3	0.7	0	0.6

2 compounds drawn at random from the list so far, as already listed:
SMILES	PvdQ acylase	NSD2 inh	Keap1-Nrf2 PPI	PfHsp90 set2	SUMO Mot1 rescue	Rtt109 HAT inh	RTF Ca sens inh	RTF Ca sens act	CDK5 p35 inh	dFosB act	LANA DNA inh
N#Cc1ccccc1NC(=O)COC(=O)c1ccc2c(c1)OCO2	-11	0	-9	10	-2	-1	2	-1	-1.0	-5	0.1
O=C(O)c1cc(S(=O)(=O)O)cc(Nc2c3ccccc3nc3ccccc23)c1O	-1	30	-2	-1	320	-6	4	-5	-1.0	5	11

Going on with the list.
SMILES	PvdQ acylase	NSD2 inh	Keap1-Nrf2 PPI	PfHsp90 set2	SUMO Mot1 rescue	Rtt109 HAT inh	RTF Ca sens inh	RTF Ca sens act	CDK5 p35 inh	dFosB act	LANA DNA inh
CCc1ccc(NC(=S)NC2CC3CCCC(C2)N3Cc2cccs2)cc1 (stereo not given)	-1	1	-2	-57	17	8	-5	-7	0.1	3	1.7
Cc1ccc(C(=O)NNC(=O)CSc2nnc3ccccn23)cc1	-17	0	-2	19	22	-6	-8	6	0.9	6	1.0
CCOC(=O)CN1C(=O)S/C(=C/c2ccc(C)o2)C1=O	-11	6	-4	-17	2	2	-10	1	1.3	-7	1.4
CCC(=O)Nc1sc(C(=O)N2CCCCC2)c(C)c1C#N	-3	-3	-3	4	-14	1	-28	9	-2.8	-7	0.1
COc1ccc(C(=O)OCC(=O)N2CCCCCC2)cc1S(=O)(=O)N1CCOCC1	-12	-2	-1	6	2	3	1	-3	-0.2	-1	0.9
Cc1ccc(S(=O)(=O)/N=C(/c2ccccc2)N2CCOCC2)cc1	-3	-1	-6	6	-8	-16	-7	4	1.0	0	5.1
CC(=O)Nc1ccc(NC(=O)c2nccnc2C(=O)O)cn1	2	-4	2	14	130	-6	4	-3	0.7	1	2.6
O=[N+]([O-])c1ccc(-c2nn(-c3ccccc3)cc2/C=N/n2c(-c3ccncc3)n[nH]c2=S)cc1	-14	8	-1	-28	3	8	-4	-5	-6.9	2	-0.1
O=[N+]([O-])c1ccccc1N(S(=O)(=O)c1ccccc1)S(=O)(=O)c1ccccc1	-4	-4	1	.	.	2	3	-1	0.3	-7	-2.4
O=C(CSc1nnnn1C1CCCC1)NCCc1ccccc1	-3	-7	3	21	-3	19	-12	-1	0.5	-5	-2.0
OC(CN1c2ccccc2Sc2ccccc21)Cn1nnc2ccccc21 (stereo not given)	-5	1	-1	-16	17	2	21*	-1	-0.9	-8	1.2
CCOC(=O)CCCNC(=O)COC(=O)c1cc2ccccc2cc1O	9	10	-3	-13	5	34	-12	8	-1.0	-5	1.4
CCCCNS(=O)(=O)c1ccc(S(=O)(=O)NCc2ccncc2)cc1	-12	.	2	14	0	5	-7	1	0.0	-2	-0.7
CN1N=C(C(=O)N2CCCC(C(=O)c3cccc(C(F)(F)F)c3)C2)CCC1=O (stereo not given)	-10	1	5	-18	-3	1	-5	4	0.1	3	0.2
